# AmpC no deterg: inhibitors of E. coli AmpC beta-lactamase without detergent | 0.52% of 330,000 active | AmpC nitrocefin hydrolysis, absorbance 480 nm, 0.0001% Triton | Potency, µM (doses to about 57.1 µM), inactives show at the top dose activity change, negative = inhibition, actives largely listed as inhibitors;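 note: potency is the fitted concentration of half-maximal effect; plate controls were no compound for no effect and no enzyme for full effect; nearly all actives have a fitted effect of over 20% in size; some results filed as inactive show a strong effect at the top dose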
# Target sequence (P00811 whole entry, looked up): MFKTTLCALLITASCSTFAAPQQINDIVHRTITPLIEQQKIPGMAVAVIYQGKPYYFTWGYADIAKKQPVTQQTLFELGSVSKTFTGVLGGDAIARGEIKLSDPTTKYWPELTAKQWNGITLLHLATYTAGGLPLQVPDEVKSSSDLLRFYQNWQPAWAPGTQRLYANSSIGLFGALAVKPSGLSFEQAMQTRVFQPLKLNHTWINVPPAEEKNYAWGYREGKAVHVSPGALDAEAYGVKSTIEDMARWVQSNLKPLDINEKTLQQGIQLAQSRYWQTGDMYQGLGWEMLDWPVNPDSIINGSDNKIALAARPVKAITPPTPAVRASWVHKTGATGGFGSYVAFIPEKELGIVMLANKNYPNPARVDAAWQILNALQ
#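 AmpC (5.3 nM in the dispensed reagent) in 20 mM phosphate pH 7.0 with 0.01% (detergent screen) or 0.0001% Triton X-100 was preincubated with compounds for 15 min at room temperature. Nitrocefin was then added from an 800 uM solution, and hydrolysis was followed at 480 nm.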
# AmpC inh detg: AmpC beta-lactamase inhibition with detergent present | P00811 | AmpC hydrolysis of nitrocefin, absorbance 480 nm, 0.01% Triton | Potency, µM (titrated, usually from 114 µM), without a hit: at the top dose activity change, negative = inhibition, usual class: inhibitors | 0.041% of 370,000 active | AID 485294;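 note: potency is the fitted concentration of half-maximal effect; 0% = no-compound wells and -100% = no-enzyme wells; nearly all actives have a fitted effect of over 25% in size; some results filed as inactive show a strong effect at the top dose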
#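 AmpC (5.3 nM in the dispensed reagent) in 20 mM phosphate pH 7.0 with 0.01% (detergent screen) or 0.0001% Triton X-100 was preincubated with compounds for 15 min at room temperature. Nitrocefin was then added from an 800 uM solution, and hydrolysis was followed at 480 nm.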
# AMA1 RON2 block: disrupts binding of P. falciparum AMA1 to RON2 | AlphaScreen AMA1-biotinylated RON2 peptide binding | Potency, µM (doses to about 58.2 µM), without a hit: top-dose activity change, negative = inhibition, usual class: inhibitors | 0.2% of 360,000 active | AID 720542;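 note: potency is the fitted concentration of half-maximal effect; 0% = vehicle wells and -100% = peptide control; nearly all actives have a fitted effect of over 45% in size; some results filed as inactive show a strong effect at the top dose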
#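 AMA1 (3D7) with his tag at 25 nM final met compounds first, then biotinylated RON2 peptide at 25 nM; detection used donor plus acceptor beads, 10 µg/mL apiece, read by AlphaScreen after 30 min at room temperature.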
# HCMV antiviral: blocks human cytomegalovirus replication; HFF cells, HCMV-luciferase reporter, 72 h; stronger effect = lower value; activity change, negative = inhibition, % at 57.5 µM; 4.5% of 410,000 active; in the data active = activity change below about -60%; inconclusive = no clear call, values can overlap the other calls; inactive = above about -39%; note: % is set by controls: 0 for no effect and ±100 for the full control effect
#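 Steps: HFFs plated, 16 h 37C; compounds added; HCMV-luciferase added to MOI 1 PFU/cell; 72 h 37C; OneGlo reagent, 5 min room temperature; luminescence read, normalized to controls.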
# CHX counter: counter-screen hit for Shiga toxin inhibitors, cycloheximide | 12% of 300,000 active | max response, % | cell reporter, cycloheximide protein synthesis inhibition counterscreen; in the data active = max response mostly above about 13%, no sharp cut-off; inactive = mostly below about 14%; note: read at 38.3 µM for the half of the compounds with a filed dose; 0% is about no effect
# Shiga toxin inh: Shiga toxin inhibition; Vero cells, Shiga toxin protein synthesis inhibition reporter; inhibition, % at 38.7 µM; 9.2% of 290,000 active; in the data active = inhibition mostly above about 28%, no sharp cut-off; inactive = mostly below about 43%; note: 0% is about no effect
# FBPA Giardia inh: Giardia lamblia aldolase inhibition | A8B2U2 | purified Giardia FBPA | Potency, µM (top dose mostly 59.6 µM), for inactives: top-dose activity, negative = inhibition, usual class: inhibitors | 0.71% of 290,000 active | AID 2451; note: potency is the fitted concentration of half-maximal effect; % is set by controls: 0 for no effect and ±100 for the full control effect; nearly all actives have a fitted effect of over 55% in size
# Target sequence (A8B2U2 whole entry, looked up): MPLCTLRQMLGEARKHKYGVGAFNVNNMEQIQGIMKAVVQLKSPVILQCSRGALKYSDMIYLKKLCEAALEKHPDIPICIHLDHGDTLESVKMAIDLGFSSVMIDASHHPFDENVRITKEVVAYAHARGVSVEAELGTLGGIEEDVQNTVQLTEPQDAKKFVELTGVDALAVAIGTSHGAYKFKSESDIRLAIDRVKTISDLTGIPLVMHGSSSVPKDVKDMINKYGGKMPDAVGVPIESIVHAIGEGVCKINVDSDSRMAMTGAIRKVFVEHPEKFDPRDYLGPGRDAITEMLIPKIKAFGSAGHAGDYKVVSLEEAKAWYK
#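 Giardia FBPA (40 nM reagent) was preincubated 10 min at RT with compound (up to 57.5 uM final), then substrate plus GAPDH/TPI/NAD/arsenate coupling system with diaphorase/resazurin was added; resorufin fluorescence (525/598 nm) was read after 20 min.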
# * hit, by the source's call; u = inconclusive; x = not tested or not shown; & = joins results of further samples; [ ] = another dose, or the depositor's remark. Unless noted, calls come from the whole dose curve; as a rule, active = well fitted curve in the direction sought with a large enough effect; inconclusive = small, poorly fitted or top-dose-only effect, or another doubt; inactive = no such curve, though single readings can be large; an effect the other way counts as inactive or inconclusive.
SMILES,AmpC no deterg,AmpC inh detg,AMA1 RON2 block,HCMV antiviral,CHX counter,Shiga toxin inh,FBPA Giardia inh
NS(=O)(=O)c1ccc(NC(=S)NC(=O)c2cccc(Br)c2)cc1,u,1%,82%[activator],-24,3,4,u
CC(C)C(=O)Nc1ccc2c(c1)C(=O)N(CCC(=O)O)C2=O,-5%,-11%,-2%,-26,-1,6,6%
COC(=O)c1ccc(Oc2ccc(C(C)(C)C)cc2)c([N+](=O)[O-])c1,-13%,-3%,-2%,10,-3,-10,5%
CC1CCN(Cc2cc(=O)oc3cc4c(cc23)CCCC4)CC1,-11%,0%,-5%,28,-2,68,0%
CS(=O)(=O)N1N=C(c2ccco2)CC1c1ccc(Cl)cc1 (stereo not given),-5%,-5%,-10%,u,30*,18,-8%
CC(C)NC(=O)Cn1cc(C(=O)c2ccccc2F)c2ccccc21,-32%,2%,7%,6,-3,-28,3%
Cc1cccc(-n2c(/C=C/c3ccc([N+](=O)[O-])o3)nc3ccccc3c2=O)c1,-1%,1%,-5%,-104*,5,-4,-13%
O=C(Nc1ccc(C(=O)N2CCC(O)(c3ccc(Cl)c(C(F)(F)F)c3)CC2)cc1)c1ccc(Br)o1,31%,1%,-22%,u,x,x,x
CC1Cc2nc(SCC(=O)N3CCCC3)n(C)c(=O)c2S1 (stereo not given),-2%,u,1%,2,-2,-4,-4%
CCOc1cc(N2CCOCC2)c(OCC)cc1NC(=O)CSc1ccccc1C(=O)O,-22%,u,-6%,-26,x,x,x
CNC(=O)CSc1nnc(-c2cccnc2)n1CCc1ccccc1,-10%,1%,-21%,14,3,-5,2%
CCOC(=O)c1c(-c2ccc(C)cc2)csc1NC(=O)CCSc1nnc2ccccn12,-11%,-10%,13%,-28,-1,-3,0%
C/C(=N/NC(=O)CN1CCN(Cc2ccccc2Cl)CC1)c1ccncc1,-2%,-7%,3%,-23,1,12,2%
CC1CCN(S(=O)(=O)c2cccc(C(N)=O)c2)CC1,-13%,u,14%,-1,-3,-12,5%
CCCCN(C)CCOc1ccccc1OCC,-2%,-3%,-17%,-19,4,9,9%

# Reprinted from the part before: 5 entries, then new ones.
SMILES,AmpC no deterg,AmpC inh detg,AMA1 RON2 block,HCMV antiviral,CHX counter,Shiga toxin inh,FBPA Giardia inh
CNC(=O)CSc1nnc(-c2cccnc2)n1CCc1ccccc1,-10%,1%,-21%,14,3,-5,2%
CCOC(=O)c1c(-c2ccc(C)cc2)csc1NC(=O)CCSc1nnc2ccccn12,-11%,-10%,13%,-28,-1,-3,0%
C/C(=N/NC(=O)CN1CCN(Cc2ccccc2Cl)CC1)c1ccncc1,-2%,-7%,3%,-23,1,12,2%
CC1CCN(S(=O)(=O)c2cccc(C(N)=O)c2)CC1,-13%,u,14%,-1,-3,-12,5%
CCCCN(C)CCOc1ccccc1OCC,-2%,-3%,-17%,-19,4,9,9%
C=Cn1ccnc1P(=S)(c1ccc2c(c1)c1ccccc1n2CC)c1nccn1C=C,86%[activator],0%,-19%,u,19,9,12%
CCn1c(CC(=O)Nc2ccccc2)n[nH]c1=S,8%,-4%,-13%,-3,0,-11,-20%
CCN1C(=O)C2(C(C#N)=C(N)Oc3cc(C)oc(=O)c32)c2ccccc21 (stereo not given),-9%,-3%,-5%,40,-3,8,0%
CC1CCCCN1CCNC(=O)c1ccc2c(c1)N(Cc1ccccc1)C(=O)c1ccccc1S2(=O)=O (stereo not given),70%[activator],2%,10%,-4,-4,-9,x
CC(/C=N/NC(=O)CSc1nc2ccccc2n1C)=C\c1ccco1,-24%,-2%,34%[activator],-37,-2,6,-25%
CCOCCCNC(=O)CCCn1nc(C)n2c(cc3sccc32)c1=O,-8%,-11%,0%,-9,-3,-4,3%
CC1(C)C(=O)Nc2ccccc2N1C(=O)COc1ncnc2c(Cl)cc(Cl)cc12,-5%,3%,-4%,21,-4,-26,5%
COc1ccc(Cl)cc1NC(=O)COC(=O)C(CC(C)C)N1C(=O)C2CC=CCC2C1=O (stereo not given),-3%,u,-6%,2,-7,-12,0%
CCOC(=O)C1CCN(C(=O)C2CCN(S(=O)(=O)c3cc(Cl)ccc3Cl)CC2)CC1,114%[activator],-1%,-3%,x,-3,-4,-1%
COc1cccc(C2c3[nH]c4ccccc4c3C[C@H]3C(=O)N(CCCO)CC(=O)N23)c1OC (stereo not given in full),147%[activator],2%,-2%,86,0,13,6%
C=CCN(CC=C)C(=O)C1CC(=O)N(c2ccc(Br)cc2)C1 (stereo not given),14%,-10%,10%,17,0,-4,-1%
COC(=O)c1c(-c2snnc2C)n[nH]c1C,-11%,-8%,7%,91,1,2,-1%
O=C(NCCN1CCCCC1)Nc1ccccc1Cl,-18%,u,0%,25,-1,10,6%
CN1CCN(CC(=O)c2ccccc2F)CC1,-18%,4%,-8%,33,-5,15,u
Cc1cc(C)cc(N(C(=O)CCC(=O)Nc2ccccn2)C(C(=O)NC(C)C)c2ccc(O)cc2)c1 (stereo not given),35%,-10%,x,x,-3,-9,9%
Nc1ncnc2nc(SCC(=O)Nc3ccccc3F)[nH]c12,-17%,3%,12%,-8,-2,-14,u
Cc1oc(-c2ccccc2Cl)nc1CS(=O)CC(=O)NCCc1ccccc1 (stereo not given),71%[activator],2%,-3%,-12,4,-2,x
COC(=O)N/N=C/c1cccnc1,-18%,-14%,11%,15,-4,-7,3%
COc1ccc(C(=O)N/N=C(\C)Cn2cnc([N+](=O)[O-])n2)cc1,-21%,u,13%,40,12,26,-9%
S=c1nc2ccccc2c2nc(-c3ccccc3Br)[nH]n12,-27%,0%,51%[activator],-5,1,1,-28%
CC(C)(CO)CN1CCC(n2nccc2NC(=O)C2CCCC2)CC1,-10%,-2%,8%,-31,-5,-10,-6%
COc1cc2ncnc(NCc3ccco3)c2cc1OC,-18%,-2%,-5%,-8,-3,7,-5%
Cn1c(NCCO)nc2c1c(=O)n(Cc1ccc(F)cc1)c(=O)n2C,1%,3%,1%,u,-2,14,12%
Cc1ccnc(SC2CC(=O)N(c3ccc(F)cc3)C2=O)n1 (stereo not given),-11%,-1%,-17%,-20,-3,-14,-6%
COC(=O)c1ccc2[nH]c([C@H](C)O)c([C@H](C)O)c2c1,-19%,-9%,25%,-19,1,-4,-5%
N#CCc1nn(-c2ccc(Cl)cc2)c(N)c1C#N,-20%,-12%,31%[activator],37,1,-4,-2%
O=C(Nc1ccc2ccccc2c1)c1ccccc1O,-37%,4%,6%,-99*,23*,36*,1%
Cc1cc(=O)oc2c(C(=O)/C=C/c3ccccc3)c(O)ccc12,-19%,-2%,2%,-30,-4,-4,4%
Fc1ccc2cnc(-c3ccccc3)cc2c1,-19%,x,10%,54,x,x,x
CCC(C(=O)NCc1ccco1)n1nc(C)c2c(C)n(-c3ccc(C)cc3)nc2c1=O (stereo not given),-9%,-2%&0%,0%,-24&-31,2,-8,0%
CCc1ccc(N2Cc3ccccc3C2)cc1,-19%,7%,0%,43,58*,99*,-19%
CCC1Cc2c(nc(N)c3c(N)nc(N4CCCCC4)c(C#N)c23)O1 (stereo not given),-3%,-3%,5%,u,-1,-6,u
NC(N)=N/N=C/c1ccc(OCc2ccccc2Cl)cc1,-25%,-7%,10%,-31,-15,-29,6%
CC1(C)CC(=O)C=C(Nc2cccc(F)c2)C1,-11%,-2%,5%,12,-3,-6,-7%
O=c1c(-c2ccccc2)c(O)c2c(n1-c1ccccc1)CCCC2,-6%,-3%,3%,-1,-2,-1,-13%
Cc1cc(C)c(S(=O)(=O)N2CCCOC2CNC(=O)C(=O)NCCC2=CCCCC2)c(C)c1 (stereo not given),-10%,u,0%,-1,-2,20,2%
Cc1c(Cl)c([N+](=O)[O-])nn1CCCC(=O)Nc1c(Cl)cccc1Cl,-41%,-5%,-15%,2,-4,-16,-1%
COc1ccccc1N(CC(O)CN(c1ccccc1)S(C)(=O)=O)S(=O)(=O)c1ccccc1 (stereo not given),26%,1%,-6%,39,20,-8,-3%
Cc1c(C(=O)O)sc2nc(/C=C/c3cccc(O)c3)[nH]c(=O)c12,-14%,2%,-1%,-9,-1,29,-6%
CC(=O)C(C)Oc1ccc2c3c(c(=O)oc2c1)CCCC3 (stereo not given),-10%,-14%,-11%,62,8,70,-6%
O=C(Cn1nc(Cl)nc1Cl)c1ccc(F)cc1,-5%,-9%,4%,-8,9,-7,1%
CCC(=O)c1ccc(OCC(=O)Nc2nc(C)cs2)cc1,-25%,x,19%,-7,x,x,x
O=C(NC(=S)NC1C2CC3CC(C2)CC1C3)C12CC3CC(CC(C3)C1)C2 (stereo not given),-8%,u,-16%,-18,-3,-16,8%
COc1ccccc1OCCC(=O)OCC(=O)Nc1ccc(Br)cc1F,-17%[11.4 µM],u,-7%,14,-2,17,0%
O=C(CCS(=O)(=O)c1cccs1)N1CCCC1,-11%,-1%,0%,74,18*,63*,0%
CCCSc1nnc(-c2ccccc2NC(=O)CC)c(=O)[nH]1,-7%,-1%,-10%,-13,11,21,6%
COC(=O)c1ccccc1NC(=O)C/C(C)=N/NC(=O)Cc1ccc(Cl)cc1,7%,-6%,x,u,-4,-7,5%
CCOC(=O)c1c(C)[nH]c(C)c1S(=O)(=O)NCC1CCN(Cc2cccc(Cl)c2)CC1,56%,-1%,-3%,3,-3,-5,x
CCn1cc([N+](=O)[O-])c(C(=O)Nc2ccc(Br)cn2)n1,-22%,u,4%,38,8,16,0%
Cc1nc2ccc(NC(=O)c3cccnc3)cc2s1,-12%,-2%,-16%,-10,8,55,-8%
CCCCn1c(C)cc2cc(O)ccc21,-36%,2%,-14%,16,7,-22,u
CC(C)NC(=O)/C(C#N)=C\c1ccc(N(C)C)o1,115%[activator],-3%,-15%,-17,3,-6,-1%
Cc1nnc(NC(=O)C2CCN(C(=O)c3ccco3)CC2)s1,0%,1%,2%,-27,-2,-11,-1%
O=C(Cc1ccc([N+](=O)[O-])cc1)N1N=C(c2ccncc2)CC1(O)C(F)(F)F (stereo not given),-13%,0%,1%,37,6,-11,-1%
O=C(Nc1nnc(-c2ccccn2)o1)c1cccc(Br)c1,-15%,0%,43%[activator],14,-3,18,22%
COc1cc(/C=C/c2ccc3cccc(O)c3n2)cc(Cl)c1OC,-22%,-5%,69%[activator],-37,52*,127*,-11%
CC(C)(C)NC(=O)CN(C(=O)C(=O)Nc1ccc2c(c1)OCCO2)N1CCOCC1,-5%,4%,8%,-9,-2,-11,6%
COc1ccccc1N(CC(=O)Nc1ccccc1)S(=O)(=O)c1cccs1,-18%,0%,2%,-36,x,x,x
COC(=O)c1cccc(-n2c(C)cc(C=O)c2C)c1C,-4%,-5%,-3%,82,19*,49*,0%

# 2 entries from above, set out differently:
# Below each compound – AmpC no deterg | AmpC inh detg | AMA1 RON2 block | HCMV antiviral | CHX counter | Shiga toxin inh | FBPA Giardia inh
COC(=O)N/N=C/c1cccnc1
 : -18% | -14% | 11% | 15 | -4 | -7 | 3%
CCn1c(CC(=O)Nc2ccccc2)n[nH]c1=S
 : 8% | -4% | -13% | -3 | 0 | -11 | -20%
